Bioassay records from PubChem.
bCat nuc transl = beta-catenin nuclear translocation modulation; 190,000 tested, 0.3% active; HeLa beta-catenin nuclear translocation, immunofluorescence imaging; nuclear translocation activity, % at 5 µM;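 active = nuclear translocation activity above 50% at 5 µM, with a well cell count of 50 or more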;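 also: per-cell ratio of nuclear to cytoplasmic median beta-catenin stain intensity; plate controls were DMSO negative control for no effect and GSK-3 inhibitor IX positive control for full effect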
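Test system: human HeLa cells, endogenous beta-catenin. Times: 24 h compound exposure, 37°C. Measured by: beta-catenin immunofluorescence imaging with DAPI.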
Dynein cargo inh = blocks dynein driven cargo transport along microtubules; 3617.4 mouse cells, GR-EGFP nuclear translocation imaging; test concentration mostly 20 µM; stimulated with dexamethasone, 1 µM; stronger effect = lower value; z-score, hits read low; 220,000 tested, 0.47% active; AID 1381;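 active = plate z-score of nuclear minus cytoplasmic receptor signal below a set negative limit, without overly bright fluorescence or cell loss, cut at about -3.5 in these data, passing the limit was not always enough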;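 also: z-score of nuclear minus cytoplasmic ring GR-EGFP intensity difference per well; some compounds called inactive have numbers as strong as hits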
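medium = tetracycline-free induction medium containing charcoal-stripped FBS | probe or stimulus = dexamethasone, 1.0 µM final | timing = 48 h induction, then 1 h compound, then 30 min agonist, 37 °C | detection = automated 10x imaging of fixed Hoechst-stained cells | read-out basis = nuclear versus cytoplasmic GR-EGFP signal, averaged per well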
WT yeast gro inh = growth inhibition of WT yeast, mitochondrial fusion screen; mitochondrial fusion phenotypic screen, WT strain; inhibition, % at 10 µM; 190,000 tested, 2.1% active; AID 1362; in the data active = inhibition above about 58%; tested in S. cerevisiae
MT stabilize HCS = microtubule stabilizers in HeLa cells; HeLa tubulin immunostaining HCS, 24 h; share of cells brighter than vehicle mean+2SD; % tubulin-high responders, % at 10 µM; 200,000 tested, 0.83% active; AID 2205;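 active = plate Z-score above 3 for both tubulin-high and condensed-nucleus cell shares, with cell loss under 80%, at 10 µM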;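 also: anti alpha tubulin signal scored within the nucleus-defined area of each cell; some results filed as inactive read as strong as hits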
HIV peptide binding = cell-free HIV fusion peptide-binding blockers – biochemical, uHTS, fluorescence dequenching, primary screen (AID 1986); 290,000 tested, 0.3% active; cell-free peptide binding, fluorescence dequenching, 30 min; higher % means a stronger effect; inhibition, % at 20 µM, or IC50 in µM where a hit was titrated; in the data active = inhibition mostly above about 52%, no sharp cut-off; inactive = mostly below about 76%; also: some results filed as inactive read as strong as hits
AID2073 = disruptors of CaV2.2 binding to Mint1 – biochemical, HTRF (AID 2073). 290,000 tested, 0.19% active. HTRF protein-protein interaction, Mint1-CaV2.2; higher % means a stronger effect. inhibition, % at 20 µM; hits with a dose series show IC50 in µM; in the data active = inhibition mostly above about 51%, no sharp cut-off; also: some results filed as inactive read as strong as hits
Insulin prom up = MIN6 insulin promoter up-regulation | MIN6 insulin promoter-GFP reporter, high-content imaging; stronger effect = higher value | z-score at 5 µM | 190,000 tested, 0.3% active | AID 1625;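 active = z-score above 3 at 5 µM with at least 500 cells counted in the well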
Autophagy HCS = modulators of autophagy. MEF GFP-LC3 puncta imaging; test concentration mostly 10 µM. calls only at 10 µM (by protocol). 190,000 tested, 0.98% active;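 active = percentage of spot-positive cells more than 3 SD above its plate mean, without a fluorescence outlier flag or 80% toxicity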;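 also: spot-positive cell cutoff set from DMSO-treated cells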
Yfh1-off respiration = mitochondrial function rescue without frataxin homolog – Friedreich's ataxia, plus single-dose screen, dose response (AID 1465) | S. cerevisiae Yfh1-off respiration, WST-1 reduction, 72 h; higher fold induction means a stronger effect | 220,000 tested, 0.074% active | fold induction at 50 µM, or EC50 in µM where a hit was titrated;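 active = fold induction of absorbance versus untreated yeast above a set limit, then at least 30% activation at any dose in follow-up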;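 also: activators that raise dye reduction in frataxin-depleted yeast; strong numbers were not always called active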
WT yeast gro inh mutant strain = also measured in WT yeast gro inh; calls as there; inhibition, %; mitochondrial fusion phenotypic screen, mutant strain inhibition
Dynein cargo inh cytoplasmic EGFP = recorded beside Dynein cargo inh, whose call it bears; z-score; measured here: cytoplasmic GR-EGFP intensity; stronger effect = higher value
Dynein cargo inh nuclear GR-EGFP = recorded beside Dynein cargo inh, whose call it bears; z-score; measured here: nuclear GR-EGFP intensity;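 lower value marks the stronger effect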
Dynein cargo inh cell count = further read-out of Dynein cargo inh, marked with its call; z-score; measured here: cell count per field
Insulin prom up cell count = second read-out of Insulin prom up, no call of its own (marks repeat the call); cell count; measured here: cytotoxicity, nuclei count;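 total cells summed across four imaged fields per well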
bCat nuc transl cell count 5 µM = further read-out of bCat nuc transl, marked with its call; cell count; measured here: cell count, cytotoxicity flag
MT stabilize HCS Hoechst-high % = also measured in MT stabilize HCS; calls as there; % Hoechst-high responders; measured here: nuclear condensation Hoechst responders;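 share of cells brighter than vehicle mean plus two SD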
MT stabilize HCS cytotoxicity % = recorded beside MT stabilize HCS, whose call it bears; toxicity, %; measured here: cytotoxicity by cell density;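 0% = mean cell density of plate MIN control wells and 100% = no cells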
Autophagy HCS cell loss 18 h = recorded beside Autophagy HCS, whose call it bears; toxicity, %; measured here: cell loss, nuclei count;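 cell loss after 18 h compound exposure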
Active calls of the source: *; i = inactive; nt = no result given; + = active, no number. This is a random part of the collection. About 4.2% of those tested had a hit in this group.

Every second line gives: bCat nuc transl cell count 5 µM, Autophagy HCS cell loss 18 h, MT stabilize HCS Hoechst-high %, MT stabilize HCS cytotoxicity %, Autophagy HCS, AID2073, Yfh1-off respiration, Insulin prom up cell count, WT yeast gro inh, Dynein cargo inh cytoplasmic EGFP, Insulin prom up, HIV peptide binding, Dynein cargo inh nuclear GR-EGFP, Dynein cargo inh, bCat nuc transl, Dynein cargo inh cell count, WT yeast gro inh mutant strain, MT stabilize HCS
> COc1ccc2ccccc2c1CN1CCCC(CO)C1 (stereo not drawn)
    nt, -4.5, 3.6, 4.6, i, 13.5%, i, 1291, 2.8, -0.284, 0.38, 0.9%, 0.57, -0.15, nt, 0.707, 20.8, 3.5
> Cc1cccc2c(CCNC(=O)c3ccc([N+](=O)[O-])cc3)c[nH]c12
    983, -9.7, 1.9, 9.8, i, 2.4%, i, nt, -8.8, -0.247, nt, 0.5%, 0.296, 0.743, 0.6, -0.424, -1.4, 3.6
> O=C(O)C1C2C=CC(C2)C1C(=O)OCc1ccccc1 (stereo not drawn)
    nt, -1.6, 2.0, 2.5, i, 9.6%, i, nt, -1.2, -0.238, nt, 0.8%, 0.599, 0.386, nt, 0.423, 14.5, 3.6
> COc1ccc([N+](=O)[O-])cc1NC(=S)NC(C)=O
    1103, 8.0, 1.7, 4.6, i, -8.1%, i, 1562, 12.0, -0.309, -0.12, -0.5%, 0.812, 0.351, -6.2, -0.237, 7.0, 2.9
> COc1cc(/C=C2/C(=O)CNC2=O)ccc1O
    1091, -10.5, 3.2, 2.6, i, -7.2%, i, 1144, -11.6, -0.0344, 0.48, 34.8%, 0.111, -0.461, -2.7, 0.406, 22.4, 3.8
> CSc1ccccc1C(=O)NCC1CCCO1 (stereo not drawn)
    957, -0.2, 0.7, 8.0, i, 48.6%, i, 892, -4.4, -0.372, -0.06, 1.1%, 0.49, 1.36, 7.0, -0.939, 3.1, 1.3
> C/C(CCC(=O)OC[C@H]1O[C@H](C#Cc2ccccc2)C=C[C@@H]1Oc1ccc(C)cc1)=N\O[C@@H](C)CN1CCCCc2nc(C)c(C)cc21
    nt, 9.5, 2.1, 12.3, i, 16.5%, nt, nt, 20.4, -0.191, nt, 15.3%, 0.0165, -0.6, nt, 0.544, -6.4, 2.9
> O=C1c2oc3ccccc3c(=O)c2C(c2cccc(O)c2)N1CCCN1CCOCC1 (stereo not drawn)
    1105, 5.9, 4.0, 8.1, i, -7.8%, i, 1010, 11.5, -0.267, -2.44, 1.3%, 0.452, 0.814, -0.5, 0.27, 3.3, 5.8
> Cc1cccc(NC(=O)NCCc2c[nH]c3ccccc23)c1
    1225, 0.1, 0.9, 3.0, i, 11.3%, i, 1564, -2.4, -0.139, -0.86, 2.0%, -0.328, -0.744, 1.2, -0.536, 1.3, 3.1
> CC1(C(=O)O)CCC(C(=O)NC2CCCCCC2)C1(C)C (stereo not drawn)
    1123, -14.1, 1.2, 2.6, i, -0.1%, i, 1077, 3.6, -0.196, -0.04, 0.2%, 0.0269, 0.197, 1.1, -0.17, 9.1, 4.0
> N=c1ncn(Cc2ccccc2)c2nc(SCCOc3ccccc3)[nH]c12
    1162, 1.6, 1.2, 11.6, i, 1.5%, i, 1671, 3.0, -0.143, 0.02, 1.3%, 0.249, 0.187, 0.1, -0.264, 0.3, 9.9
> NS(=O)(=O)c1cccc(NC(=S)NC(=O)C23CC4CC(CC(C4)C2)C3)c1
    975, -4.7, 3.8, 8.1, i, 48.8%, i, nt, 4.7, -0.289, nt, 1.0%, -0.247, -0.236, 2.4, 0.00166, -4.2, 2.3
> CCOC(=O)NC(=O)CSc1nc(C)cc(C(F)(F)F)c1C#N
    1228, -0.4, 1.3, 2.0, i, -0.4%, i, 1178, -3.8, 1.25, 1.74, 4.9%, -0.141, -0.479, -5.7, 0.217, -3.1, 1.1
> O=c1cc(NS(=O)(=O)c2ccccc2)nc(SCc2c(Cl)cccc2Cl)[nH]1
    1142, -10.1, 3.2, 9.2, i, -9.1%, i, 1431, -1.1, -0.0195, -0.56, 2.5%, 0.533, 0.305, -3.0, -0.181, 6.5, 2.0
> O=S(=O)(c1ccc2ccccc2c1)N1CCN(C(=S)Nc2ccc(F)c(Cl)c2)CC1
    1040, 13.4, 2.3, 5.2, i, 4.0%, i, 1285, 0.3, -0.2, -0.64, -1.2%, 0.391, 0.143, 6.8, -1.21, -2.1, 3.2
> COc1cc(/C=C2\SC(=Nc3ccc(F)cc3)N(c3ccc(F)cc3)C2=O)ccc1OCC(=O)O
    1087, -11.2, 2.7, 8.1, i, 15.9%, i, 1250, -2.3, -0.368, -0.7, 35.3%, 0.209, 0.351, -1.1, 0.71, -12.0, 2.4
> COC(=O)c1c(NC(=O)CN2CCN(c3ccccc3)CC2)c2c(C)cccc2n1C
    1157, -20.2, 3.7, 6.2, i, 3.6%, i, 995, -7.4, -0.335, -1.32, 74.4%, 0.144, 0.171, -1.5, -0.469, 8.3, 5.4
> Cn1c(SCC#N)nc2ccccc2c1=O
    1339, nt, nt, nt, nt, 19.8%, i, 1110, nt, -0.239, 0.29, -0.8%, 0.0206, -0.766, 0.2, 0.802, nt, nt
> Cc1ccc(-n2c(=O)[nH]c3c(C(N)=O)nc(-c4ccc(C)o4)nc32)cc1
    968, 21.0, 2.2, 8.1, i, 14.9%, nt, 1502, 3.8, -0.274, 0.8, 1.5%, 0.0372, 0.394, -4.9, 0.524, 4.7, 2.2
> CCOC(=O)c1nnn(-c2nc(N(C)C)nc(N(C)C)n2)c1C
    1156, 39.6, 1.3, 1.0, i, -0.9%, i, nt, -4.1, -0.238, nt, -0.2%, 0.116, 0.131, -0.9, -0.155, -5.5, 1.8
> CCN1CCc2nc3ccccc3c(C(=O)Nc3ccc(C#N)cc3)c2C1
    1081, 15.9, 2.8, 3.5, i, 12.4%, i, 1158, -10.1, -0.327, -1.34, -1.2%, -0.182, -1.4, -1.2, 0.327, 15.4, 5.4
> Nn1cnnc1N/N=C/c1cc(Br)cc(Br)c1O
    1378, -15.7, 1.3, 1.5, i, 2.9%, nt, 1475, -1.5, -0.195, 0.05, -4.4%, -0.27, -0.224, 2.6, -0.336, 7.5, 3.5
> Cc1cc(C)nc(SCCC(=O)N2CCOCC2)n1
    1118, -0.7, 1.9, 4.3, i, -34.4%, i, nt, 9.1, -0.208, nt, -1.4%, -0.542, 0.341, -0.8, 0.359, 0.5, 2.2
> O=C(Nc1cccc(S(=O)(=O)N2CCCCC2)c1)c1c2c(nc3ccccc13)CCN(Cc1ccccc1)C2
    997, 11.2*, 3.3, 0.0, +, 40.8%, i, nt, 7.6, -0.0262, nt, 0.5%, -0.929, -1.15, 0.6, 0.862, -7.8, 1.6
> Cc1cc(S(=O)(=O)Nc2ccc3c(c2)n(C)c(=O)n3C)ccc1F
    1065, 2.8, 2.1, 7.6, i, 7.0%, i, 1228, -4.3, -0.358, -0.37, 2.2%, -0.532, -1.22, -1.5, 1.48, -7.8, 2.2
> COC(=O)COc1ccc(S(=O)(=O)NCc2cccnc2)cc1C
    nt, -1.3, 1.2, 4.1, i, -4.3%, i, 1091, -4.8, -0.0236, -0.09, 3.4%, -0.721, -0.197, nt, 0.798, -1.5, 2.1
> N/C(=N\c1nc2ccccc2o1)NC(=O)c1cccc(Br)c1
    1079, nt, nt, nt, nt, 27.1%, i, 1338, nt, -0.254, 0.44, 1.3%, 0.195, 0.444, -1.0, -0.544, nt, nt
> O=C(Nc1ccc2nc3ccccc3nc2c1)c1ccc(Br)cc1
    1090, 3.2, 3.0, 7.5, i, 52.7%, i, 1200, -41.1, 0.4, 0.45, 15.0%, 0.0253, -0.398, 8.1, 0.476, 9.5, 3.1
> CN1CCc2c(sc3c2C(=O)NC(c2ccco2)N3)C1 (stereo not drawn)
    964, -2.8, 1.5, 4.2, i, -12.8%, i, 1169, -8.7, -0.233, 1.4, -2.0%, 0.509, 0.291, -3.3, 1.26, 12.8, 3.7
> CSc1ccc(/C=N/N2CCN(C)CC2)cc1
    1062, 1.2, 3.2, 8.0, i, -3.0%, i, 1327, -1.0, -0.273, -0.36, -1.1%, 0.79, 0.967, 3.0, -1.76, 5.3, 1.9
> O=C(NCCc1ccc(Cl)cc1)c1cccs1
    1151, -2.3, 1.1, 3.0, i, 34.4%, i, nt, 12.8, -0.236, nt, 0.5%, 0.723, 1.37, -2.2, -0.919, -5.1, 2.0
> CCOC(=O)C1CCN(C(=O)Nc2ccc(OC)c(OC)c2)CC1
    1066, 4.0, 1.5, 1.4, i, -0.6%, i, 1946, 1.5, -0.16, 0.19, 1.6%, 0.164, 0.579, 0.2, 0.0577, -44.0, 1.9
> O=C1COc2ccc(C(=O)COC(=O)Cc3ccc(Cl)cc3)cc2N1
    1056, 15.6, 2.6, 6.0, i, 12.3%, i, 1253, -2.4, -0.291, -0.57, -0.7%, 0.517, 0.186, -1.0, 0.317, -6.9, 4.6
> Cc1ccc(/C=N/n2c(=O)c(C(C)(C)C)nn3cnnc23)cc1
    1105, 32.2, 3.1, 5.9, i, 3.1%, i, 1479, -0.7, 0.00498, 0.5, -1.5%, 1.57, 2.44, -0.1, -1.51, 3.1, 5.3
> CCOC(=O)c1ccc(NC(=S)N2CCCC2c2ccc(OC)c(OC)c2)cc1 (stereo not drawn)
    1075, 14.6, 1.3, 0.4, i, -14.0%, i, 1329, 16.4, -0.301, -0.26, -1.0%, 0.141, -0.218, 0.0, 0.0775, 7.7, 1.0
> Cc1cccc(-n2cnc(C(=O)NNC(=S)Nc3ccc(Cl)cc3)c2)n1
    1015, 29.8, 1.7, 1.7, i, -5.1%, i, nt, 5.5, -0.25, nt, 2.3%, 0.94, 1.73, -1.3, -0.963, 24.2, 2.8
